TAAR1 antag = antagonists of human TAAR1; CHO RD-HGA16 TAAR1, Fluo-8 calcium fluorescence, antagonist; 1.5% of 360,000 active; inhibition, % at 3 µM;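 active = inhibition above a per-plate cutoff, the mean inhibition of test compounds on that plate plus 3 SD, cut at about 49% in these data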;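 note: 0% = DMSO plus EC80 beta-PEA response and 100% = DMSO alone without agonist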
Target sequence (Q96RJ0 whole entry, looked up): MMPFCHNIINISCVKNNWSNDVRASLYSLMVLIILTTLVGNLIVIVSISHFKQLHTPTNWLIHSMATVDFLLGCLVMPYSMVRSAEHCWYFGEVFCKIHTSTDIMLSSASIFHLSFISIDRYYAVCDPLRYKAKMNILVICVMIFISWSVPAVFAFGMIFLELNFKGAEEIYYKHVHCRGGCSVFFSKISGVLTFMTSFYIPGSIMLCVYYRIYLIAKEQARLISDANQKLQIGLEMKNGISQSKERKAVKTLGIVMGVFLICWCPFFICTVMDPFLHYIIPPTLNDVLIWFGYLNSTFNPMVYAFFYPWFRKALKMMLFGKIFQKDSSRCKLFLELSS
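Test system – hTAAR1-expressing CHO RD-HGA16 cells, Gα16-coupled · Also added – β-PEA at EC80 concentration, post-compound challenge · Compound – 3 µM, single point · Incubation – dye loading 75 min at 37 °C, then 30 min room temperature · Measured by – Fluo-8 intracellular calcium dye fluorescence, real-time kinetic reads · Benchmarks – vehicle and agonist controls · Replicates – singlicate, one well per test compound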
CHRM1 agonist = human M1 muscarinic receptor agonism; P11229; activation, % at 3 µM; CHO-K1 hM1, Fluo-8 calcium fluorescence, agonist mode; 0% DMSO, 100% acetylcholine EC100; 0.33% of 360,000 active;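 active = activation above the run's mean compound activation plus 3 SD, cut at about 16% in these data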;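 note: peak over basal fluorescence ratio within a 140 s kinetic read after compound addition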
Target sequence (P11229 whole entry, looked up): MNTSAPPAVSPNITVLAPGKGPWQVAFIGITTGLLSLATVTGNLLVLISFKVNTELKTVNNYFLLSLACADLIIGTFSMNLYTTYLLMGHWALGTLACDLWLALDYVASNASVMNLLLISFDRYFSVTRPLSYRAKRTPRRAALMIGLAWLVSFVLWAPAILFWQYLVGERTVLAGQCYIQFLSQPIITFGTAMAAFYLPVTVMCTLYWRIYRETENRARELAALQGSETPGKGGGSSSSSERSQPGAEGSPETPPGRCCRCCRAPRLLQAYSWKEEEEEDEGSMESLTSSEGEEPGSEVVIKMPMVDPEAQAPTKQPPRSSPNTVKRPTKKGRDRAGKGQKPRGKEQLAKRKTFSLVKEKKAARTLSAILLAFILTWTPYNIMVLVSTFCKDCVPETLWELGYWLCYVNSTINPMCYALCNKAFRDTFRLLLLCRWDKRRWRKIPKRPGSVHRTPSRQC
CHO-K1 Ca antag = counter-screen for M1 antagonists: effect in parental CHO-K1 cells | ATP-induced calcium, Fluo-8 fluorescence | inhibition, % at 3 µM | 0.6% of 360,000 active | AID 602250;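 active = inhibition above a per-plate cutoff, the plate's mean sample inhibition plus 3 SD, cut at about 24% in these data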;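 note: 0% = DMSO plus EC80 ATP and 100% = DMSO alone without ATP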
CHO parental Ca = signal in parental CHO cells, OX1R antagonist counter-screen; inhibition, % at 5.6 µM; 0.63% of 330,000 active; AID 463079; parental CHO-K1, ATP-induced calcium, Fluo-8 fluorescence;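 active = inhibition above that plate's mean sample inhibition plus 3 SD, cut at about 26% in these data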;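 note: 0% = ATP-challenged DMSO wells and 100% = DMSO wells without ATP; some compounds past the cut are filed as inactive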
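Test system: parental CHO cells; detection: calcium-sensitive Fluo-8 fluorescence; evaluation: percent inhibition of calcium signal; also added: ATP as calcium-mobilizing challenge; repeats: one well per compound; control set: ATP-challenged DMSO wells low, unchallenged DMSO wells high; compound: single nominal dose of 5.6 µM per compound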
CHRM1 antagonist = antagonists of human M1 muscarinic receptor. CHO-K1 hM1, Fluo-8 calcium fluorescence, ACh EC80 antagonist. inhibition, % at 3 µM. 1.3% of 360,000 active. P11229;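 active = percent inhibition above its own plate's cutoff, namely the mean of that plate's compound wells plus 3 SD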;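 note: peak over basal fluorescence ratio during 140 s after agonist addition; 0% = ACh EC80 plus DMSO and 100% = DMSO alone without agonist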
M1 PAM parental = counter-screen for M1 PAMs: effect in parental CHO-K1 cells. activation, % at 3 µM. ATP EC20, Fluo-8 calcium fluorescence; 0% at ATP EC20, 100% at ATP max. 0.02% of 360,000 active;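 active = activation above the run cutoff, the mean activation of all test compounds plus 3 SD, cut at about 40% in these data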;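 note: peak over basal fluorescence ratio in a 140 s read after ATP addition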
CHO-K1 Ca ag = M1 agonist counterscreen hit in parental CHO-K1 cells. Fluo-8 calcium fluorescence; scaled to maximal ATP response, vehicle zero. AID 602248. 0.48% of 360,000 active. activation, % at 3 µM; in the data active = activation above about 15%;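 note: untransfected CHO-K1 host cells lacking M1 receptor as counterscreen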
TAAR1 agonist = human TAAR1 agonism. Q96RJ0. AID 624467. activation, % at 3 µM. 0.99% of 360,000 active. CHO RD-HGA16 TAAR1, Fluo-8 calcium fluorescence; vehicle wells 0%, saturating PEA agonist 100%;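 active = activation above the mean activation of all test compounds in the run plus 3 SD, cut at about 38% in these data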
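Test system: RD-HGA16 (CHO) cells co-expressing Gα16 and hTAAR1; dosing: one-point dosing at 3 µM (nominal); timing: 17-24 h seeding, 75 min 37 °C dye, 30 min RT; signal: kinetic Fluo-8 calcium fluorescence; read-out basis: % activation relative to PEA EC100 response; controls: DMSO and PEA EC100; replicates: n 1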
CHRM1 PAM = positive allosteric modulators of human M1 muscarinic receptor. AID 588819. 0.088% of 360,000 active. CHO-K1 hM1, Fluo-8 calcium fluorescence, ACh EC20; 0% = ACh EC20, 100% = maximal ACh. activation, % at 3 µM. P11229; in the data active = activation above about 19%, passing the limit was not always enough
* marks the source's active call; other numbers are inactive results; x = not tested or not shown.

SMILES	TAAR1 antag	CHRM1 agonist	CHO-K1 Ca antag	CHO parental Ca	CHRM1 antagonist	M1 PAM parental	CHO-K1 Ca ag	TAAR1 agonist	CHRM1 PAM
CCO[C@H]1OC(C(=O)NC2CC2)=C[C@@H](c2c[nH]c3ccccc23)[C@@H]1CCCO	-4	1	-1	-1	6	6	0.8	18	-1
CCN(CC)/C(=N\S(=O)(=O)c1ccccc1C)c1ccccc1	-14	-3	-17	-17	-10	19	0.5	1	11
Cn1cc(S(=O)(=O)CC(=O)Nc2ccc3c(c2)OCCO3)c2ccccc21	-18	-4	-22	-6	-18	7	2.4	-1	2
CN(C)S(=O)(=O)c1cccc(COC(=O)c2cccnc2Cl)c1	-8	1	19	10	20	-9	17*	8	-9
CCOC(=O)c1ccc(Oc2nc(NC(C)(C)C)nc(N(C)C)n2)cc1	-18	-5	-1	-33	10	8	0.1	1	-7
CN(C)c1cccc2c(S(=O)(=O)N3CCCC3)cccc12	4	-3	-4	9	-15	18	0.6	5	20
COc1ccc(C(C)=O)cc1Cn1c(C)c(C(=O)NCc2ccc3c(c2)OCO3)sc1=O	8	-7	-5	x	-18	23	0.6	-1	13
Cc1cc(=O)n(C)c2ccc(S(=O)(=O)N3CCOCC3)cc12	6	0	-4	-3	-13	13	1.0	1	7
COc1ccccc1NC(=O)c1sc2ncn(CC(=O)N3CCC(C)CC3)c(=O)c2c1C	-7	-1	-14	-14	0	-13	0.9	2	0
O=C(N/N=C/c1c[nH]c2ccccc12)c1[nH]c2ccc(Br)cc2c1-c1ccccc1	1	-6	-6	x	-5	30	1.8	11	11
CCCc1c(C(=O)N/N=C(\C)c2ccccc2O)nnn1-c1nonc1N	-6	-1	-4	x	-11	-3	0.5	2	8
O=C(NC1=NCCS1)c1sc2cc(F)ccc2c1Cl	2	-4	-1	2	-1	15	-0.3	-1	5
COc1ccc(/C=C/C(=O)OC(C)CN2CCCCC2)cc1 (stereo not drawn)	-4	-8	-2	-16	-8	10	1.0	2	5
CN(c1ncnc(N)c1[N+](=O)[O-])C1CCS(=O)(=O)C1 (stereo not drawn)	-8	-4	2	-9	-5	-9	0.2	2	10
CCOc1ccccc1N1CCN(C(=O)c2cc3cc(OC)ccc3[nH]2)CC1	x	-2	2	-27	-5	-3	-0.5	x	13
Fc1ccc(OCCOCCOc2cccc3[nH]ccc23)cc1	-4	-2	-4	-16	-16	-10	-0.1	9	13
CCOC(=O)c1cnc(-c2ccccc2)nc1N(C)C	1	-5	-10	-17	-7	18	0.1	8	9
C[C@@H](NC(=O)Cn1cnc2c(OCc3ccccc3)ncnc21)c1cccc2ccccc12	28	33*	-11	-19	-13	10	2.3	8	20
Cc1nc(COC(=O)c2ccc(S(=O)(=O)N3CCCC3)cc2)cs1	-2	-4	10	-18	-5	4	0.6	2	2
CC(C)C[C@H]1CNC(=S)N1CC1CCN(CC2CCC(C(C)(C)C)CC2)CC1 (stereo partly drawn)	-17	-10	-6	x	76*	9	0.9	1	-31
CC[C@]12c3[nH]c4cc(CCC(=O)N(C)C)ccc4c3CCN1C(=O)[C@@H](CC(=O)NCCc1ccccn1)C[C@@H]2C(=O)N1CCN(C(=O)C2CC2)CC1	-1	-7	-19	-11	-7	15	0.0	11	4
O=C(COc1ccccc1)Nc1ccc(Cl)cn1	-10	-1	-12	-9	-14	-6	-0.6	2	15
Cc1ccc(Nc2nnc(SCC(=O)Nc3ncc(S(=O)(=O)c4ccc([N+](=O)[O-])cc4)s3)s2)cc1	-12	-5	0	0	-5	7	0.4	1	0
O=C(COC(=O)CNC(=O)c1ccc([N+](=O)[O-])o1)Nc1ncc(C(F)(F)F)cc1Cl	-5	-2	-15	-4	-10	5	-0.3	2	11
O=C(Cn1cnc2ccccc2c1=O)Nc1cccc(S(=O)(=O)N2CCCCC2)c1	-17	-1	-5	-6	-9	8	0.7	6	11
O=C(CN1CCN(Cc2cccc(Cl)c2)C1=O)NCc1cccs1	-8	-6	-9	-7	-1	9	0.6	-4	1
CCOC(=O)C1CCCN(c2nc(C)nc3c2oc2ccccc23)C1 (stereo not drawn)	13	-3	4	-5	18	-5	8.4	15	-13
CCOC(=O)C(NC(=O)NCc1ccc(OC)cc1)(OCC)C(F)(F)F (stereo not drawn)	12	-10	-9	-2	-6	16	0.4	0	15
C=CCN1C(=S)N[C@@H]2CS(=O)(=O)C[C@@H]21	-13	-2	-13	-3	-9	11	0.6	0	6
O=C(/C=C/c1ccccc1)Nc1scc(-c2ccccc2)c1C(=O)O	7	-13	-6	x	-2	4	3.2	6	15

SMILES	TAAR1 antag	CHRM1 agonist	CHO-K1 Ca antag	CHO parental Ca	CHRM1 antagonist	M1 PAM parental	CHO-K1 Ca ag	TAAR1 agonist	CHRM1 PAM
Cc1cccc(C(=S)N2CCOCC2)n1	13	1	-2	-9	-13	1	-0.1	2	10
Cc1ccc(CS(=O)(=O)CCC(=O)NCCc2ccccc2)cc1	-14	-5	-12	-24	-15	4	0.0	1	10
O=C(NC(=O)N1CCN(c2ccccc2)CC1)c1ccc(Cl)cc1	-9	-4	14	3	-4	-1	-0.4	14	6
COc1cccc(CNC(C)C(=O)Nc2ccc(S(=O)(=O)N3CCCC3)cc2)c1 (stereo not drawn)	18	-8	-6	-10	40*	-1	1.5	0	-27
CC(=O)c1ccc(-c2cnc3c(NC=O)cc(-c4cnn(C)c4)cn23)cc1	-17	3	-1	x	-16	11	0.1	3	20
c1ccc2c(CSCCc3ccncc3)cccc2c1	24	-4	-8	-20	9	-2	2.2	19	-11
CCOC(=O)c1c(N2C(=O)C3CC(C)=C(C)CC3C2=O)sc(C)c1C (stereo not drawn)	-12	-6	-12	-15	4	14	0.8	-4	0
CCC(=O)c1ccccc1OCCN1C(=O)NC(C)(C)C1=O	9	-3	-30	-13	7	0	1.0	-1	-10
COc1ccccc1/C=C/C(=O)NCC(=O)N/N=C(/C)c1ccco1	-16	-5	-13	-15	-8	12	-0.7	-3	15
Cc1ccnc2nc(C(=O)OCC(=O)N(Cc3ccccc3)C(C)C)nn12	1	-2	-17	-4	-11	15	0.5	13	11
COc1ccc(N(C(C)C(=O)NN=C2CCCC2)S(C)(=O)=O)cc1 (stereo not drawn)	-8	-8	0	-16	-3	18	0.9	1	9
COc1ccc(-c2csc(/N=C/N(C)C)n2)cc1OC	-1	-6	3	-14	5	6	3.0	0	-1
CCc1ccc(-c2cc(C)no2)cc1S(=O)(=O)NCc1ccccc1OC	-25	-4	-6	7	12	-9	0.3	-3	-8
COc1ccc(S(=O)(=O)Nc2c(NC3CCCCC3)c3ccccc3oc2=O)cc1OC	51*	0	-16	-22	16	0	7.8	13	-9
CC(C)(C)c1ccc(NC(=O)CC2(C(F)(F)F)OCCO2)cc1	-6	-5	-21	-10	0	-3	0.6	7	0
Cc1cc(C)n(C2CC(=O)N(c3cccc(Cl)c3)C2=O)n1 (stereo not drawn)	25	-11	-6	-17	-4	12	0.6	2	8
O=C(NCc1ccccc1)C(c1ccccc1F)N(C(=O)c1csnn1)C1CCCC1 (stereo not drawn)	2	2	4	-27	3	-13	0.4	-2	12
Cc1cc(NS(=O)(=O)c2ccc(NC(=O)CSc3nnc(-c4ccco4)n3C)cc2)nc(C)n1	15	-7	-2	-2	-8	16	0.1	5	11
CN1CCN(c2ccc(CNS(=O)(=O)c3ccccc3)cc2)CC1	-36	-7	-4	-11	-4	16	1.4	7	3
CCOc1ccc(N(CC(=O)Nc2ccc(C)c(C)c2)S(C)(=O)=O)cc1	4	-4	-16	-26	-18	24	2.4	-2	10
CCc1cccc2c(=O)c(C(=O)N3CCOCC3)c[nH]c12	-5	-2	4	-3	-11	8	0.4	0	9
COc1cc2c(C(=O)N3CCN(c4ccccc4)CC3)c(C)oc2cc1Br	18	-4	0	-9	-6	12	0.2	11	5
CC(=O)NC1=NC(=O)/C(=C/c2cc(C)n(-c3ccc(NC(C)=O)cc3)c2C)S1	5	0	-13	-5	-9	-6	1.5	2	8
COc1ccc2cc(CN(CC3CCCO3)S(=O)(=O)c3ccccc3)c(=O)[nH]c2c1 (stereo not drawn)	3	6	-2	-12	11	-4	4.2	19	10
O=C(NCCCCCCNC(=O)OCCO)OCCO	-16	-9	6	-7	-2	-3	-0.3	3	4
COc1ccccc1-c1ccc(SCC(=O)Nc2cc(C)on2)nn1	-33	-6	-8	-12	-12	21	-0.7	7	8
CC(=O)c1cccc(CN2CCN(Cc3ccc(C)cc3)C(CCO)C2)c1 (stereo not drawn)	-15	-9	-11	-11	40*	10	1.4	3	-20
CCC1CCCN1Cn1cnc2c([nH]c3ccc(OC)cc32)c1=O (stereo not drawn)	0	-5	-7	9	-22	11	-0.1	10	12

For convenience, part of the list above:
SMILES	TAAR1 antag	CHRM1 agonist	CHO-K1 Ca antag	CHO parental Ca	CHRM1 antagonist	M1 PAM parental	CHO-K1 Ca ag	TAAR1 agonist	CHRM1 PAM
Cc1cccc(C(=S)N2CCOCC2)n1	13	1	-2	-9	-13	1	-0.1	2	10
Cc1ccc(CS(=O)(=O)CCC(=O)NCCc2ccccc2)cc1	-14	-5	-12	-24	-15	4	0.0	1	10
